NPYLR7 agonist: mosquito NPYLR7 agonism; HEK293T NPYLR7/Galpha15, GCaMP6s calcium fluorescence; activation, % at 10 µM; 0.15% of 270,000 active; AID 1259423; in the data active = activation above about 40%;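 note: 0% = vehicle and 100% = reference agonist at the receptor; some compounds past the cut are filed as inactive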
mcGAS lum: inhibitors of mouse cGAS; Q8C6L5; recombinant cGAS, Kinase-Glo ATP depletion luminescence; inhibition, % at 12.5 µM; 0.15% of 160,000 active; AID 1259399;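 note: 0% = negative control wells and 100% = reference inhibitor with no enzyme activity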
hcGAS inh: inhibitors of human cGAS; recombinant h-cGAS, ATP depletion, Kinase-Glo luminescence; inhibition, % at 12.5 µM; 0.081% of 290,000 active;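 note: 0% = vehicle reaction and 100% = reaction without DNA for no activity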
Target sequence (Q8N884 whole entry, looked up): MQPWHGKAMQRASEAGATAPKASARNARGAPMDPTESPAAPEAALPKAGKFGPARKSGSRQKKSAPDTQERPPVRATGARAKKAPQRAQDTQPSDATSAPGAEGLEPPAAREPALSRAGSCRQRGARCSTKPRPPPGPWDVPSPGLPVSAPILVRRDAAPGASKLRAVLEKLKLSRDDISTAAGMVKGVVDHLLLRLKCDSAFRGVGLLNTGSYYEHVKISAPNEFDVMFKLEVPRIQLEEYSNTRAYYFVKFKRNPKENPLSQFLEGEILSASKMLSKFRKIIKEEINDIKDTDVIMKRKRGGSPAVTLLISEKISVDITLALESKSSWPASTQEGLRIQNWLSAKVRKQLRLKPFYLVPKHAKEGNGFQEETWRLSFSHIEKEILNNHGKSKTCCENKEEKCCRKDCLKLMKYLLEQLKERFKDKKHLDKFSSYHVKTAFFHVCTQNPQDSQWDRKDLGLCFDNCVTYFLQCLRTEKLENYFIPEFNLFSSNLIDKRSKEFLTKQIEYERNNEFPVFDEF
* = called active by the depositor; / = not tested or not shown; & = joins results of further samples. Cut-off read from the data, not from the text of the source, unless noted: active = inhibition above about 40%; inactive = the rest. Compounds as they come. Share with any hit: about 0.27%.

SMILES	NPYLR7 agonist	mcGAS lum	hcGAS inh
CCNc1ccc(C#N)cc1NS(=O)(=O)c1ccc2c(c1)CCC(=O)N2	-2	-1	-1
COc1cccc(CCNC(=O)C2CC23c2ccccc2-c2ccccc23)c1 (stereo not drawn)	13	-4	0
COc1ccccc1NC(=O)N1CCCN(c2nc(Cc3ccc(F)cc3)ns2)CC1	-7	-5	-15
CN1C(=O)N(CCCc2ccncc2)C(=O)C12CCN(Cc1cc3ccccc3o1)CC2	19	-4	-25
CCOC(=O)c1[nH]c(C)c(C(=O)C(C)N(C(=O)c2cccc(Br)c2)C(C)C)c1C (stereo not drawn)	-12	-4	-5
CCOC(=O)C1CCCN(C(=O)c2cc(-c3cccc(OC)c3)nn2-c2cc(C)ccc2C)C1 (stereo not drawn)	21	-3	-5
CC(NC(=O)/C=C/c1ccc(C#N)cc1)c1cccs1 (stereo not drawn)	11	/	-5
CC(C)c1nnc(NC(=O)CSc2nc3ccccc3[nH]2)s1	-5	-4	-5
CCOc1cccc(C(=O)N(CC2CCCO2)c2ccncc2)c1 (stereo not drawn)	1	/	-7
N#Cc1c(NC(=O)CSc2nnnn2C2CCCCC2)sc2c1CCC2	1	-12	-5
Cc1ccc(Cn2ncc3c(N4CCN(C)CC4)ncnc32)cc1	3	-5	-7
O=C1CCCN1CC(=O)N1CCOC(CCCc2ccccc2)C1 (stereo not drawn)	-1	/	1
CN1CCN(c2ncc(CNC3CCc4cc(F)ccc43)cn2)CC1 (stereo not drawn)	-4	/	-5
CCCCNC(=O)CN(C)C(=O)c1ccoc1C	/	-15	-2
O=C(C=Cc1ccsc1)N1CCN(S(=O)(=O)c2c(Cl)cccc2Cl)CC1	3	/	-6
Cc1cc(C)nc(-n2nc(C)c3c2CC(c2ccc(F)cc2)CC3=O)n1 (stereo not drawn)	4	/	-12
CCCC(C)N1CC2(CCN(C(=O)CCc3n[nH]c(C)n3)CC2)OC1=O (stereo not drawn)	/	-4	-9
Cc1cc(C)n(CCC(=O)N2CC[C@@H](c3sccc3C)[C@H](O)C2)c(=O)n1	16	/	-3
CN(CCCOc1ccc(F)cc1)Cc1c(Cl)nc2sccn12	-3	-12	-5
O=c1c2c(-c3ccc(Cl)cc3)n3ncnc3nc2ccn1-c1ccccn1	-2	/	-9
Cc1noc(C)c1CN1CC(N2C[C@H](O)C[C@H]2C(=O)NCC2CC2)C1	/	-2	-3
Cc1nn(CC(=O)N2CCCC(c3ccn[nH]3)C2)c(=O)c2ccccc12 (stereo not drawn)	15	/	-10
CN(C)c1ncccc1N(C)C(=O)C1CSc2ccccc21 (stereo not drawn)	5	/	-5
C=C(C)COc1ccccc1C(=O)N(C)CC(C)N1CCOCC1 (stereo not drawn)	-10	-18	-5
S=c1nc(-c2ccc(Br)cc2)[nH]c2ccccc12	-5	/	1
OCC#Cc1csc(C2NCCc3[nH]cnc32)c1 (stereo not drawn)	-1	/	0
CCCC(=O)N1CCCC1(C)C(=O)Nc1cccc(OC(C)C)c1 (stereo not drawn)	4	-8	-19
CCOC(=O)CNC(=O)c1ccc(-c2cc(-c3ccc(N4CCCCC4)cc3)n[nH]2)cc1	7	-9	-12
CC1CC1c1ccc(CN(C)S(=O)(=O)c2cc3c(cc2Cl)NC(=O)CO3)o1 (stereo not drawn)	0	/	5
Cc1cc(CSc2ccc3c(c2)NC(=O)CO3)no1	1	/	-4
CC(C)N(CC(=O)N(CCc1c[nH]c2ccccc12)Cc1ccc(C(C)(C)C)cc1)Cc1ccco1	3	-6	-10
Cc1ccc(NC(=O)C2(C)CCN2Cc2csc3ccccc23)cc1 (stereo not drawn)	2	/	-2
CCC(CC)C(=O)N1CCC(n2c(C)nc3ccc(F)cc32)CC1	/	-5	-3
CC(=O)c1ccc(C(=O)N(CCN2CCOCC2)c2nc3c(F)cc(F)cc3s2)cc1	12	/	0
O=C(OCC(=O)N1CCN(C(=O)Nc2ccccc2)CC1)C1CCCO1 (stereo not drawn)	-4	/	3
CCc1ccc(-n2c(C)cn3c4c(=O)n(CCN5CCOCC5)c(=O)n(C)c4nc23)cc1	4	-3	-8
Cc1nccn1CC(C)OC(=O)CC(C)(C)C (stereo not drawn)	23	/	-11
CCCSc1ncccc1C(=O)Nc1ccc(OC)nc1	-5	-3	-5
CN1C(=O)c2cccc(NC(=O)c3cc(Cl)cc(Cl)c3)c2C1=O	-2	/	3
CN(C)S(=O)(=O)N1CCC(Oc2ccc(C(=O)NCc3cccs3)cc2)CC1	-23	0	-3
COc1ccc(-c2nccc3[nH]nc(-c4ccncc4)c23)cc1OC	2	-7	-7
COCCNC(=O)c1sc2ccc3ccccc3c2c1Cl	-14	8	11
O=C(c1ccc(C(F)(F)F)cc1)C1CCCN(C(=O)/C=C/c2ccncc2)C1 (stereo not drawn)	18	/	-11
Cc1cc(C(C)Nc2ccccc2)c2nc(N3CCOCC3)cc(=O)n2c1 (stereo not drawn)	-12	-4	3
CC(O)CNC(Cc1ccccc1)c1nc(-c2ccc([N+](=O)[O-])cc2)no1 (stereo not drawn)	3	-5	-11
C=CCN1C(=O)C(=Cc2ccccc2OC)SC1=S	4	/	-12
O=C(NC1CC1)C1CCCN(C2CCN(CC3CCCCC3)CC2)C1 (stereo not drawn)	2	/	-1
COCCN(Cc1ccc(OC)cc1)c1c(C)nc2ccc(C(=O)N3CCNC(=O)C3)cn12	-4	-3	-7
COCCNC(=O)C1CCC(C)N(S(=O)(=O)c2cc(Cl)ccc2C#N)C1 (stereo not drawn)	6	/	-8
Cc1ccc(C(C)C)c(OCC(O)Cn2nc(C)c(Br)c2C)c1 (stereo not drawn)	-2	-7	-7
COc1ccc(NC(=O)c2sc(=O)n(Cc3ccccc3F)c2C)cc1	3	/	-5
CC1(C(=O)Nc2cccc(NS(C)(=O)=O)c2)CCN1Cc1ccc2ccccc2c1 (stereo not drawn)	11	/	-10
CCCN1C(=O)C(=Cc2c(NCCc3ccccc3)nc3ccccn3c2=O)SC1=S	4	-2	0
O=C(/C=C/c1ccccc1)N1CCc2nc(-c3ccccc3)nc(N3CCCCC3)c2C1	-2	-7	-5
Cc1ccc(C)c(NC(=O)CNc2ccc(C#N)cc2)c1	8	/	-6
CC(=O)Nc1ccc(N=C/C=C/c2ccc(Cl)cc2Cl)cc1	3	/	0
C1=CC2CC1CC2CN1CCN(Cc2cccnc2)CC1 (stereo not drawn)	10	/	-6
CC(=O)c1c[nH]c(C(=O)Nc2ccc(OC(F)F)cc2)c1	10	-14	-10
Cc1c(C(=O)NCCN2CCOCC2)cc(-c2ccccc2)n1-c1ccc(F)cc1	-4	-5	-7
CCOC(=O)c1c(N=c2oc3c(OC)cccc3cc2-c2nc3ccccc3[nH]2)sc2c1CCCC2	-2	-6	-5
The list goes on:
SMILES	NPYLR7 agonist	mcGAS lum	hcGAS inh
Cc1cccc(CN2CCCC(C(=O)Nc3cccc(-n4cccn4)c3)C2)n1 (stereo not drawn)	5	/	-6
COc1ccc(CNC(=O)Cc2ccc3c(c2)CCCC3)cn1	3	/	-16
Cc1cccc(-c2cc(N)n(-c3ccc(C(=O)Nc4ccccc4Nc4ccccc4)cc3)n2)c1	20	-4	-3
CC1(Cc2ccccc2C#N)C(=O)Nc2c(Cl)ccc(Cl)c21 (stereo not drawn)	-1	/	-2
O=C(c1ccccc1)N1CCCC(Nc2ccccc2)C1 (stereo not drawn)	4&1	/	-8&-9
COc1cccc(-c2cc(C(=O)N3CCN(c4ccccc4Cl)CC3)n(-c3ccccc3)n2)c1	7	-4	-2
CCOc1ccc2oc(-c3ccc(OC)cc3)c(C(=O)O)c2c1	-4	-2	-3
CCNC(=O)N1C[C@H](C(N)=O)[C@H]2c3ccccc3N(C)C(=O)[C@]21C	22	-6	-2
Cc1cccc(C(=O)N2C(C(=O)NCC(C)C)COC23CCN(C(=O)c2ccc(F)cc2F)CC3)c1 (stereo not drawn)	2	-5	-7
Cc1ccc(-c2n[nH]c(=S)n2CCC(=O)NC(C)c2ccccc2Br)cc1 (stereo not drawn)	-6	-5	-4
Fc1ccc(Oc2cc(N3CCCC3)ncn2)c(F)c1	-8	-9	-5
NCCc1nc(NCC(c2ccccn2)N2CCOCC2)c2ccccc2n1 (stereo not drawn)	-3	/	3
Cc1nc(N2CCOCC2)c2sc(=S)n(C)c2n1	1	/	2
CS(=O)(=O)N(c1ccc(Br)cc1)S(=O)(=O)c1ccc(Cl)c([N+](=O)[O-])c1	2	/	-7
O=C(c1ccc(=O)[nH]c1)N1CCN(C(=O)c2cc3ccccc3o2)CC1	4	/	-6
COc1cc(Cl)ccc1OCc1cc(C(=O)N2CCN(C3CCCCC3)CC2)no1	11	/	-7
CCOc1ccc(S(=O)(=O)N=c2sc3cc(OC)ccc3n2C(F)F)cc1	13	/	-3
CCOC(=O)c1c(C)n(-c2cccc(C)c2)c2c1cc(O)c1ccccc12	2	2	-1
COc1ccc(C(CC(=O)N2CCN(c3cnccn3)CC2)c2ccccc2)cc1 (stereo not drawn)	5	/	-8
COC(=O)C1=C(C)NC(C)=C(C(=O)OCCN(C)Cc2ccccc2)C1c1cccc([N+](=O)[O-])c1 (stereo not drawn)	-2&-16&-3&-13&-1	-3	-7&3&-6&3&-5
O=c1[nH]c(-c2ncn[nH]2)nc2ccc(-c3ccccc3)cc12	5	3	6
Fc1cccc(-c2nccn2CCCc2ccncc2)c1F	10	/	-5
COc1ccccc1C(=O)N1CCN(c2nc(C)nc(C)c2Cc2cccc(C(F)(F)F)c2)CC1	4	-8	-2
CCOc1ccc(-c2onc(C)c2-c2ccc(OC)cc2)c(O)c1	1	-8	-5

Pulled by structure from above, 7 records:
SMILES	NPYLR7 agonist	mcGAS lum	hcGAS inh
COc1cc(Cl)ccc1OCc1cc(C(=O)N2CCN(C3CCCCC3)CC2)no1	11	/	-7
COc1ccccc1C(=O)N1CCN(c2nc(C)nc(C)c2Cc2cccc(C(F)(F)F)c2)CC1	4	-8	-2
CS(=O)(=O)N(c1ccc(Br)cc1)S(=O)(=O)c1ccc(Cl)c([N+](=O)[O-])c1	2	/	-7
Cc1nc(N2CCOCC2)c2sc(=S)n(C)c2n1	1	/	2
COC(=O)C1=C(C)NC(C)=C(C(=O)OCCN(C)Cc2ccccc2)C1c1cccc([N+](=O)[O-])c1 (stereo not drawn)	-2&-16&-3&-13&-1	-3	-7&3&-6&3&-5
O=C(c1ccc(=O)[nH]c1)N1CCN(C(=O)c2cc3ccccc3o2)CC1	4	/	-6
CCOC(=O)c1c(C)n(-c2cccc(C)c2)c2c1cc(O)c1ccccc12	2	2	-1

Carrying on.
SMILES	NPYLR7 agonist	mcGAS lum	hcGAS inh
COc1ccccc1-c1cc(C(=O)NC(C)C)nc2cc(-c3ccc(Cl)cc3)nn12	20&-12	-8&-5	-2&2
O=[N+]([O-])c1cc(S(=O)(=O)N2CCCC2)ccc1N1CCN(c2ncccn2)CC1	4	/	-7
CC1(C(=O)N2CCN(Cc3ccc(-c4noc(-c5cccnc5)n4)cc3)CC2)CC1	/	1	-1
O=c1c2nnn(-c3ccccc3)c2ncn1Cc1c(F)cccc1Cl	-2	/	0
COc1cc2c(cc1OC)C(c1cccs1)N(CC(=O)NC(C)c1ccccc1OC)CC2 (stereo not drawn)	2	-7	-7
Cn1c(C(C#N)(CC(=O)N2CCCCC2)CC(=O)N2CCCCC2)nc2ccccc21	-4	-1	2
O=C(c1ccc(Br)s1)N(CCCn1ccnc1)c1nc2ccccc2s1	-16	-6	-2
CCN(CC)C(=O)Oc1ccc2c(ccn2Cc2ccc(Cl)cc2)c1NC(=O)c1cc(C)on1	0	4	2
C=C(C)c1nc2cc(OC)c(OC)cc2c(=O)o1	8	/	-7
O=C(NC1CCN(Cc2cccnc2)CC1)c1ccc(CSc2ncn[nH]2)o1	1	-6	4
COc1ccc(-c2ccc(NC(=O)c3sc(-c4ccccc4)nc3C)cc2)nn1	-3	-10	-5
CN(CC1CCCCC1)S(=O)(=O)c1ccc(NS(C)(=O)=O)cc1F	2	/	-7
Cc1ccc(C)c(S(=O)(=O)C2(C(=O)Nc3cc(S(C)(=O)=O)ccc3C)CCCC2)c1	0	/	-7
Fc1ccccc1CSc1ncnc2c1nnn2Cc1ccccc1F	15	-4	-5
Cc1ccc2cc(C(=O)N3CCC(OCCN4CCOCC4)C3)[nH]c2c1 (stereo not drawn)	0	/	-6
Cc1oc(-c2ccc(F)cc2F)nc1CN1CCN(c2ccccc2Cl)CC1	6	-14	-4
CCN(CC(=O)NC(C)C)C(=O)CSc1nnc(-c2ccc(Cl)cc2)n1C	7	/	-3
O=C(c1ccccc1OC(F)(F)F)N1CCC(Cc2ccc3c(c2)OCO3)CC1	-1	-7	-4
O=C(NCc1ccc2c(c1)OCO2)c1cccs1	1	1	1
Cc1c(C(=O)NCc2ccc(C#N)cc2)sc(=O)n1Cc1ccccc1	43	/	-6
Cn1cc(C(CC(=O)NCCCN2CCOCC2)c2cccc(C(F)(F)F)c2)c2ccccc21 (stereo not drawn)	/	-4	-5
COC(=O)c1ccc(NC(=O)c2nnn(Cc3ccc(C)cc3)c2N)cc1	0	-7	-10
O=c1c(NCc2ccc(F)cc2)nccn1Cc1ccc(Cl)cc1	4&-4	/	-6&8
Cc1ccc2nc(C(C#N)=Cc3ccc4c(c3)OCO4)[nH]c2c1	4	-7	-7
CN(C)c1nsc(N2CC[C@@]3(O)CCNC[C@H]3C2)n1	/	-6	-12
Cn1c(=O)c2c(nc(N3CCN(Cc4ccccc4)CC3)n2Cc2ccccc2Cl)n(C)c1=O	-1	/	-7

Among those listed so far, 4 have a nitro group on carbon:
SMILES	NPYLR7 agonist	mcGAS lum	hcGAS inh
CC(O)CNC(Cc1ccccc1)c1nc(-c2ccc([N+](=O)[O-])cc2)no1 (stereo not drawn)	3	-5	-11
CS(=O)(=O)N(c1ccc(Br)cc1)S(=O)(=O)c1ccc(Cl)c([N+](=O)[O-])c1	2	/	-7
COC(=O)C1=C(C)NC(C)=C(C(=O)OCCN(C)Cc2ccccc2)C1c1cccc([N+](=O)[O-])c1 (stereo not drawn)	-2&-16&-3&-13&-1	-3	-7&3&-6&3&-5
O=[N+]([O-])c1cc(S(=O)(=O)N2CCCC2)ccc1N1CCN(c2ncccn2)CC1	4	/	-7

Bioassay records from PubChem.
